# Screening data: PubChem, Broad Institute
# TcdB inh – TcdB glycohydrolase inhibition; TcdB glycohydrolase enzymatic assay, plate reader; AID 652162; inhibition, % at 9.99 µM; P18177; 0.24% of 350,000 active; in the data active means inhibition above about 10%
# The depositor's hits bear a star. Not all compounds are listed; the hit share may differ from the screen's.
SMILES,TcdB inh
CNC[C@H]1Oc2ccc(NS(=O)(=O)c3c(C)noc3C)cc2C(=O)N([C@@H](C)CO)C[C@H]1C,0.0
C[C@H](CO)N1C[C@H](C)[C@@H](CN(C)C(=O)NC2CCCCC2)OCCCC[C@H](C)Oc2ccc(NS(=O)(=O)c3cccs3)cc2C1=O,1.4
CN1CCN(C(=O)C[C@@H]2CC[C@@H]3[C@H](COc4ccc(NC(=O)C5CC5)cc4C(=O)N3C)O2)CC1,0.1
O=C(NC1CCC1)[C@H]1[C@H](CO)[C@H]2Cn3c(ccc(-c4ccc(F)cc4)c3=O)[C@@H]1N2Cc1cocn1,0.0
CO[C@H]1CN(C)C(=O)c2cc(NC(=O)C3CC3)ccc2OC[C@H](C)N(Cc2ccccc2)C[C@H]1C,0.2
N#C[C@H]1[C@@H](c2ccccc2)[C@@H](CO)N1C(=O)C1CCCC1,-2.5
CC=Cc1ccc2n(c1=O)C[C@@H]1[C@@H](CO)[C@H](C(=O)NCc3ccccc3)N(CCC(F)(F)F)[C@H]21 (mixture of isomers),0.8
C[C@@H](O)C#Cc1ccc([C@@H]2[C@@H](CO)N3CCCCN(C(=O)Nc4ccccc4)C[C@@H]23)cc1,-0.4
CN1C(=O)c2cc(NS(=O)(=O)c3ccc(Cl)cc3)ccc2OC[C@H]2O[C@@H](CC(=O)N3CCc4ccccc4C3)CC[C@@H]21,-0.4
CC(C)c1cn(CC[C@H]2CC[C@H](NS(=O)(=O)Cc3ccccc3)[C@@H](CO)O2)nn1,-2.8
CC(C)NC(=O)Nc1ccc2c(c1)CC(=O)N([C@@H](C)CO)C[C@@H](C)[C@H](CN(C)CC1CCCCC1)O2,1.0
C[C@@H]1CN([C@@H](C)CO)C(=O)c2cc(NC(=O)C3CC3)ccc2O[C@H]1CN(C)Cc1ccc2c(c1)OCO2,-7.0
C[C@H]1CN([C@@H](C)CO)S(=O)(=O)c2ccc(C#Cc3ccccc3)cc2O[C@H]1CN(C)C,1.0
C[C@H]1CN([C@@H](C)CO)S(=O)(=O)c2ccc(-c3ccncc3)cc2O[C@H]1CN(C)C,-0.1
CN(C)CC(=O)N[C@@H]1CC[C@H](CCn2cc(C3CC3)nn2)O[C@H]1CO,0.6
C[C@@H]1CN([C@@H](C)CO)C(=O)CCCn2cc(nn2)CO[C@@H]1CN(C)S(=O)(=O)c1cn(C)cn1,-1.2
C[C@@H]1CN([C@@H](C)CO)S(=O)(=O)c2ccc(-c3cccnc3)cc2O[C@@H]1CN(C)Cc1cncnc1,-0.3
COc1ccccc1-c1ccc2c(c1)O[C@@H](CN(C)C)[C@H](C)CN([C@H](C)CO)S2(=O)=O,-0.5
C[C@H](CO)N1C[C@H](C)[C@H](CN(C)Cc2ccc(C(F)(F)F)cc2)Oc2ccc(NC(=O)Cc3cn(C)c4ccccc34)cc2CC1=O,-1.6
O=C(N[C@H]1CC[C@@H](CCn2cc(C3(O)CCCC3)nn2)O[C@H]1CO)C1CCC1,-0.5
CCCC(=O)Nc1ccc2c(c1)OC[C@H](C)N(Cc1cccc(F)c1)C[C@H](C)[C@H](OC)CN(C)C2=O,-0.2
O=C(Cc1ccccc1)N1C[C@@H]2[C@H](c3ccccc31)[C@@H](CO)N2S(=O)(=O)c1ccccc1,-0.2
O=C(CCN1CCCCC1)N[C@@H]1C=C[C@H](CC(=O)N2CCC(Cc3ccccc3)CC2)O[C@H]1CO,-0.7
COc1ccc(S(=O)(=O)Nc2cccc3c2O[C@@H](CN(C)Cc2ccc(C(F)(F)F)cc2)[C@@H](C)CN([C@@H](C)CO)C3=O)cc1,1.3
O=C(C[C@@H]1C[C@@H]2c3cc(NC(=O)c4cccnc4)ccc3O[C@@H]2[C@H](CO)O1)NCc1ccncc1,-0.2

# (cont.)
SMILES,TcdB inh
C/C=C/c1cnc2c(c1)C(=O)N([C@H](C)CO)C[C@@H](C)[C@@H](CN(C)S(=O)(=O)c1ccccc1)O2,-0.2
CO[C@H]1CN(C)C(=O)c2cc(NC(=O)C3CCOCC3)ccc2OC[C@@H](C)N(C)C[C@@H]1C,0.7
C[C@@H]1CN([C@H](C)CO)C(=O)c2c(c3ccccc3n2C)-c2ccccc2CO[C@@H]1CN(C)Cc1ccncc1,1.6
O=C(NCC[C@H]1CC[C@H](NC(=O)c2cnccn2)[C@@H](CO)O1)Nc1ccc(Cl)cc1,-1.5
O=C(C1CC1)N1CC2(C1)[C@@H](c1ccccc1)[C@@H](CO)N2CCC(F)(F)F,0.8
CC(C)NC(=O)N(C)C[C@@H]1OCCCC[C@H](C)Oc2ccc(NC(=O)Nc3ccc(C(F)(F)F)cc3)cc2C(=O)N([C@H](C)CO)C[C@@H]1C,0.1
CO[C@H]1CN(C)C(=O)c2ccc(NS(=O)(=O)c3cn(C)cn3)cc2OC[C@H](C)NC[C@@H]1C,-0.6
COc1ccccc1C#Cc1ccc2c(c1)O[C@H](CN(C)Cc1ccccc1)[C@H](C)CN([C@H](C)CO)S2(=O)=O,-0.9
CN(C)c1ccc2c(c1)[C@@H]1C[C@@H](CC(=O)N3CCOCC3)O[C@@H](CO)[C@@H]1O2,-38.0
CN(C)CCCNC(=O)[C@@H]1[C@@H](CO)[C@@H]2Cn3c(ccc(-c4ccccc4)c3=O)[C@H]1N2C(=O)CC1CC1,-0.2
CCCC#Cc1ccc([C@@H]2[C@H]3CN(C(=O)c4ccccc4)CC(=O)N3[C@H]2CO)cc1,2.3
C[C@H](CO)N1C[C@H](C)[C@H](CN(C)Cc2ccc(-c3ccccc3)cc2)Oc2c(NC(=O)c3cnccn3)cccc2C1=O,1.5
CO[C@H]1CN(C)C(=O)c2cc(NC(=O)C3CC3)ccc2OC[C@@H](C)N(C(=O)Cc2ccccn2)C[C@H]1C,-2.0
COc1ccc(S(=O)(=O)N(C)C[C@@H]2Oc3c(NC(=O)c4nc5ccccc5s4)cccc3C(=O)N([C@H](C)CO)C[C@H]2C)cc1,-1.4
CC(C)CC#Cc1ccc2c(c1)O[C@H](CN(C)C(=O)c1cccc(F)c1)[C@@H](C)CN([C@H](C)CO)S2(=O)=O,0.6
C[C@@H]1CCCCO[C@H](CN(C)Cc2ccncc2)[C@H](C)CN([C@H](C)CO)C(=O)c2cc(NC(=O)Nc3ccc4c(c3)OCO4)ccc2O1,-0.9
C[C@H]1CN([C@@H](C)CO)C(=O)c2ccccc2-c2ccccc2CO[C@H]1CN(C)C(=O)[C@@H]1CCCN1C,-4.1
C/C=C/c1ccc2c(c1)O[C@@H](CN(C)C(=O)Nc1cc(F)ccc1F)[C@@H](C)CN([C@H](C)CO)S2(=O)=O,-3.4
CCS(=O)(=O)N1CCCCN2[C@@H](CO)[C@@H](c3ccc(-c4ccccc4F)cc3)[C@@H]2C1,-1.9
C[C@H]1CN([C@@H](C)CO)C(=O)c2cc(NC(=O)C3CC3)ccc2O[C@H]1CN(C)S(=O)(=O)c1cccs1,-1.0
O=C(Nc1cccc(F)c1)N1[C@@H]2CNC[C@H]1C2c1ccc(-c2ccncc2)cc1 (some centres undefined),-1.5
CN1C(=O)c2cc(NC(=O)c3cnccn3)ccc2OC[C@@H]2O[C@@H](CC(=O)NCC3CCCCC3)CC[C@H]21,-0.9
O=C(C[C@@H]1CC[C@H]2[C@@H](COC[C@H](O)CN2Cc2cc(F)ccc2F)O1)N[C@H]1CCN(Cc2ccccc2)C1,-0.4
C[C@H]1CN([C@@H](C)CO)C(=O)Cc2cc(NS(=O)(=O)c3ccccc3)ccc2O[C@@H]1CN(C)Cc1ccc(Oc2ccccc2)cc1,1.0
COc1ccc(-c2ccc3c(c2)O[C@H](CN(C)Cc2ccccc2C(=O)O)[C@@H](C)CN([C@H](C)CO)S3(=O)=O)cc1,2.1

# Two entries from above, tab-delimited.
SMILES	TcdB inh
COc1ccccc1C#Cc1ccc2c(c1)O[C@H](CN(C)Cc1ccccc1)[C@H](C)CN([C@H](C)CO)S2(=O)=O	-0.9
O=C(NCC[C@H]1CC[C@H](NC(=O)c2cnccn2)[C@@H](CO)O1)Nc1ccc(Cl)cc1	-1.5

# Some of the entries so far, as tab-separated lines:
molecule	TcdB inh
C[C@H]1CN([C@@H](C)CO)C(=O)c2ccccc2-c2ccccc2CO[C@H]1CN(C)C(=O)[C@@H]1CCCN1C	-4.1
C/C=C/c1ccc2c(c1)O[C@@H](CN(C)C(=O)Nc1cc(F)ccc1F)[C@@H](C)CN([C@H](C)CO)S2(=O)=O	-3.4
CCS(=O)(=O)N1CCCCN2[C@@H](CO)[C@@H](c3ccc(-c4ccccc4F)cc3)[C@@H]2C1	-1.9
C[C@H]1CN([C@@H](C)CO)C(=O)c2cc(NC(=O)C3CC3)ccc2O[C@H]1CN(C)S(=O)(=O)c1cccs1	-1.0
O=C(Nc1cccc(F)c1)N1[C@@H]2CNC[C@H]1C2c1ccc(-c2ccncc2)cc1 (some centres undefined)	-1.5
CN1C(=O)c2cc(NC(=O)c3cnccn3)ccc2OC[C@@H]2O[C@@H](CC(=O)NCC3CCCCC3)CC[C@H]21	-0.9
O=C(C[C@@H]1CC[C@H]2[C@@H](COC[C@H](O)CN2Cc2cc(F)ccc2F)O1)N[C@H]1CCN(Cc2ccccc2)C1	-0.4

# Additional records follow:
SMILES,TcdB inh
CC(C)CC#Cc1cnc2c(c1)C(=O)N([C@H](C)CO)C[C@@H](C)[C@H](CN(C)S(=O)(=O)c1ccccc1)O2,1.2
C[C@H](CO)N1C[C@H](C)[C@@H](CN(C)Cc2ccc3c(c2)OCO3)Oc2ccc(NC(=O)c3ccncc3)cc2C1=O,0.4
CC(C)CC#Cc1cnc2c(c1)C(=O)N([C@@H](C)CO)C[C@@H](C)[C@H](CN(C)Cc1ccccc1F)O2,-1.2
C[C@@H]1CN([C@@H](C)CO)C(=O)c2cccc(NC(=O)Nc3ccc(C(F)(F)F)cc3)c2O[C@@H]1CN(C)Cc1ccccc1,-0.9
Cc1ccc(S(=O)(=O)N(C)C[C@@H]2Oc3cc(C#Cc4ccccc4)ccc3S(=O)(=O)N([C@H](C)CO)C[C@@H]2C)cc1,0.7
O=C(Nc1ccc(Cl)cc1)N[C@H]1CC[C@@H](CCn2cc(C3(O)CCCC3)nn2)O[C@@H]1CO,-0.8
C[C@@H]1CN([C@@H](C)CO)S(=O)(=O)c2ccc(C#Cc3ccccc3)cc2O[C@H]1CN(C)S(=O)(=O)c1cn(C)cn1,1.0
O=C(NC[C@@H]1[C@H](c2ccccc2)[C@H](CO)N1Cc1ccccn1)C1CC1,1.5
COCC(=O)N1CC(=O)N2[C@@H](CO)[C@@H](c3ccc(C#Cc4cccc(OC)c4)cc3)[C@@H]2C1,-0.4
C/C=C/c1ccc([C@@H]2[C@@H](C#N)N(c3nc(-c4ccccc4)cs3)[C@H]2CO)cc1,-3.3
O=C(C[C@@H]1CC[C@H]2[C@@H](COC[C@@H](O)CN2Cc2ccncc2)O1)NCc1ccccc1Cl,-0.3
COc1ccccc1NC(=O)N[C@@H]1C=C[C@H](CC(=O)NCc2ccc(Cl)c(Cl)c2)O[C@@H]1CO,0.8
O=C(c1cccc(F)c1)N1CCCCN2[C@H](C1)[C@@H](c1ccc(C#CC3(O)CCCC3)cc1)[C@@H]2CO,0.4
Cc1noc(C)c1S(=O)(=O)Nc1cccc2c1O[C@H](CN(C)Cc1ccc(C(=O)Nc3ccccc3N)cc1)[C@H](C)CN([C@H](C)CO)C2=O,-0.9
C[C@@H]1CN([C@@H](C)CO)C(=O)c2cc(NC(=O)Nc3ccc4c(c3)OCO4)ccc2O[C@@H](C)CCCCO[C@@H]1CN(C)Cc1ccc(C(=O)O)cc1,-2.9
COc1ccc(CN(C)C[C@@H]2OCCCC[C@H](C)Oc3ccc(NS(C)(=O)=O)cc3C(=O)N([C@@H](C)CO)C[C@H]2C)cc1,0.2
COC(=O)C[C@H]1C=C[C@H](NS(=O)(=O)c2ccccc2F)[C@H](CO)O1,-0.4
C[C@H]1CN([C@@H](C)CO)C(=O)Cc2cc(NS(=O)(=O)c3cccs3)ccc2O[C@@H]1CN(C)CC1CC1,-0.7
C[C@H]1CN([C@@H](C)CO)C(=O)Cc2cc(NS(=O)(=O)c3ccc(F)cc3)ccc2O[C@@H]1CN(C)S(C)(=O)=O,1.4
C=C[C@H](COC(C)=O)N(C(=O)OC(C)(C)C)S(=O)(=O)c1ccc(Br)cc1,0.3
COCC(=O)Nc1ccc2c(c1)C(=O)N(C)C[C@H](OC)[C@@H](C)CN(Cc1cc(F)ccc1F)[C@H](C)CO2,1.1
CO[C@H]1CN(C)C(=O)c2ccc(NC(=O)c3cnccn3)cc2OC[C@H](C)N(C(=O)C2CC2)C[C@H]1C,-0.1
O=C(Cc1ccncc1)NCC[C@@H]1CC[C@H](NC(=O)C2CCOCC2)[C@@H](CO)O1,-1.0
C[C@@H]1CN([C@H](C)CO)S(=O)(=O)c2ccc(-c3cncnc3)cc2O[C@@H]1CN(C)C(=O)CC1CC1,0.9
CCC(=O)N1C[C@H](O)COC[C@@H]2O[C@H](CC(=O)NCc3ccccc3Cl)CC[C@H]21,0.3

# The list continues:
SMILES,TcdB inh
CCC(=O)N1[C@H](C(=O)NCc2ccc(F)cc2)[C@@H](CO)[C@@H]2Cn3c(cccc3=O)[C@@H]21,-0.3
CC(C)CC#Cc1cnc2c(c1)C(=O)N([C@@H](C)CO)C[C@H](C)[C@H](CN(C)C(=O)c1ccc3c(c1)OCO3)O2,-3.2
Cc1noc(C)c1NC(=O)N(C)C[C@H]1OCCCC[C@@H](C)Oc2ccc(NC(=O)Nc3ccc(F)cc3)cc2C(=O)N([C@H](C)CO)C[C@@H]1C,-0.9
O=C(C[C@H]1CC[C@@H](NS(=O)(=O)c2ccccc2)[C@H](CO)O1)N1CCc2ccccc2C1,-0.6
O=C(C[C@H]1CC[C@H](NC(=O)Nc2cc(F)ccc2F)[C@H](CO)O1)NCc1ccccn1,2.0
Cc1noc(C)c1NC(=O)Nc1ccc2c(c1)CC(=O)N([C@@H](C)CO)C[C@H](C)[C@@H](CN(C)C(=O)NC1CCCCC1)O2,2.4
CC(C)CC#Cc1cnc2c(c1)C(=O)N([C@H](C)CO)C[C@H](C)[C@H](CN(C)C(=O)Cc1ccncc1)O2,0.5
C[C@H](CO)N1C[C@H](C)[C@H](CN(C)S(=O)(=O)c2cccs2)Oc2c(NC(=O)CCCCCC(=O)Nc3ccccc3N)cccc2C1=O,1.0
